Tau FP inhib = qHTS for Inhibitors of Tau Fibril Formation, Fluorescence Polarization; K18 P301L tau heparin fibrillization, Alexa594 FP, 6 h; Microtubule-associated protein tau (Homo sapiens), P10636; AID 1468, 2008; Potency, µM (series often up to 57.7 µM), without a hit: at the highest dose activity, negative = inhibition, usual class: inhibitors; actives 0.39% (n = 280,000); note: potency is the fitted concentration of half-maximal effect; % is set by controls: 0 for no effect and ±100 for the full control effect; nearly all actives have a fitted effect of over 55% in size
Target sequence (P10636 561-689 P618L limits assumed): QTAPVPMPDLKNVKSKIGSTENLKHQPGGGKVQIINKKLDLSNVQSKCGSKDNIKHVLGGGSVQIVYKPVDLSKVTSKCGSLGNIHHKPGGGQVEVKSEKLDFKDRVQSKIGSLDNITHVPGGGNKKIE
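FP of Alexa 594-tau after heparin (20 uM) induction. Substrate: human K18 P301L, 15 uM unlabeled, 0.24 uM labeled. Buffer 100 mM sodium acetate pH 7. 6 hr, 37 C.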
CBFb-RUNX1 inh = qHTS Assay for Compounds Blocking the Interaction Between CBF-beta and RUNX1 for the Treatment of Acute Myeloid Leukemia. Runt-related transcription factor 1 (Homo sapiens) + Core-binding factor subunit beta …. AlphaScreen CBFb-His/RUNX1-biotin binding, biochemical. Potency, µM (highest dose often 59.8 µM), inactives show top-dose activity, negative = inhibition, most hits filed as inhibitors. 230,000 tested, under 10 active. AID 1477, 2009; note: % of control where 0% means no effect
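Compounds were screened at multiple concentrations against a preformed CBF-beta(His)/RUNX1(biotin) complex (30 nM of each) for 15 min at room temperature, followed by 90 min with nickel and streptavidin beads and AlphaScreen reading.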
NPSR antag = qHTS Assay for Antagonists of the Neuropeptide S Receptor: cAMP Signal Transduction; AID 1461, 2008; CHO-NPSR cells, cAMP TR-FRET, antagonist mode; actives 1% (n = 220,000); Potency, µM (doses to about 38.3 µM), inactives show top-dose activity change, negative = inhibition, most hits filed as inhibitors; note: potency is the fitted concentration of half-maximal effect; % is set by controls: 0 for no effect and ±100 for the full control effect; nearly all actives have a fitted effect of over 50% in size; many of its hits are not listed in these tables
TR SRC2 fluor cs = Total Fluorescence Counterscreen for Inhibitors of the Interaction of Thyroid Hormone Receptor and Steroid Receptor Coregulator 2. TRb/SRC2 Texas Red total fluorescence interference. Potency, µM (highest dose often 106 µM), for inactives: at the highest dose fluorescence change, negative = quenching. actives 0.29% (n = 280,000); active = well fitted curve in either direction with a large enough effect; inconclusive = small, poorly fitted or top-dose-only effect; note: potency is the fitted concentration of half-maximal effect; % is set by controls: 0 for no effect and ±100 for the full control effect
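Human TRβ ligand-binding domain (0.6 uM) and Texas Red SRC2 peptide (20 nM) in Tris buffer with 1 uM T3 and 5% DMSO were incubated with pinned compound for 5 hr at ambient temperature. Total fluorescence was computed as S + 2P (555/632 nm).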
Epigenetic derep = Quantitative High-Throughput Screen for Regulators of Epigenetic Control | actives 0.2% (n = 280,000) | murine LDR cells, GFP reporter derepression, 30 h | Potency, µM (series often up to 53.9 µM), for the others: at the top dose GFP activation, hits mostly activators; note: potency is the fitted concentration of half-maximal effect; % of control where 0% means no effect; nearly all actives have a fitted effect of over 60% in size
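Murine LDR cells carrying a silenced, genomically integrated CMV-driven GFP reporter were exposed to compound for 30 hours at 37 C. After PBS washes, GFP-positive cells (20–120 um objects) were counted by laser-scanning microplate cytometry.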
TRb SRC2 PPI = qHTS for Inhibitors of the Interaction of Thyroid Hormone Receptor and Steroid Receptor Coregulator 2 | Thyroid hormone receptor beta (Homo sapiens), P10828 | TRbeta-SRC2 peptide binding, fluorescence polarization; receptor liganded with 1 µM T3 | Potency, µM (series often up to 106 µM), for the others: at the top dose activity change, negative = inhibition, actives largely listed as inhibitors | actives 0.065% (n = 280,000) | AID 1469, 2008;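 note: potency is the fitted concentration of half-maximal effect; plate controls were bound peptide for no effect and peptide without receptor for full effect; nearly all actives have a fitted effect of over 50% in size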
Target sequence (P10828 whole entry, looked up): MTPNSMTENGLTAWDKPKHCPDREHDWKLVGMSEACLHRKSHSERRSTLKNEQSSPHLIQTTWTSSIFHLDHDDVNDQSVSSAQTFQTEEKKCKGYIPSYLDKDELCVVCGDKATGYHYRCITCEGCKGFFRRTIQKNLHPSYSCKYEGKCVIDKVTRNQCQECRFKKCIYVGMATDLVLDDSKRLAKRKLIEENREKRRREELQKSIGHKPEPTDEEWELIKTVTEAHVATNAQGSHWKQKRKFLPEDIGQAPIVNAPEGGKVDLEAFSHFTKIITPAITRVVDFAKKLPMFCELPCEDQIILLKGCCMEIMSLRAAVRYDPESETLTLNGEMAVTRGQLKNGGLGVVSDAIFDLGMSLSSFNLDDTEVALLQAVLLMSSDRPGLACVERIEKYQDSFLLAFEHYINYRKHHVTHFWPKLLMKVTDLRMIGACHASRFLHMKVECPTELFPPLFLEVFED
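Human TRb ligand-binding domain (0.6 uM) is mixed with 20 nM Texas Red SRC2 peptide and 1 uM T3; after compound addition and 5 hr at ambient temperature, polarization is measured and normalized to unbound and bound controls.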
Tau fluor counter = Counterscreen qHTS for Inhibitors of Tau Fibril Formation, Fluorescence Polarization. Potency, µM (series often up to 57.7 µM), inactives show at the top dose activity change, negative = decrease. actives 0.93% (n = 280,000). tau K18 P301L Alexa594 fluorescence, heparin fibrillization; note: potency is the fitted concentration of half-maximal effect; % is set by controls: 0 for no effect and ±100 for the full control effect; nearly all actives have a fitted effect of over 55% in size
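Human tau K18 P301L (15 uM unlabeled, 0.24 uM Alexa 594-labeled) in 100 mM sodium acetate pH 7 with 20 uM heparin, 6 hr at 37 C. ThT 30 uM added, 1 hr ambient; Alexa 594 FP and total fluorescence read at 555/632 nm.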
GLA spleen mod = qHTS Assay for Inhibitors and Activators of Human alpha-Galactosidase From Spleen Homogenate; human spleen homogenate, 4MU-alpha-Gal fluorescence, 40 min; Potency, µM (highest dose often 80 µM), inactives show top-dose activity change, negative = inhibition, actives largely listed as inhibitors; actives 0.008% (n = 240,000); AID 2107, 2009;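 note: potency is the fitted concentration of half-maximal effect; 0% = enzyme with vehicle and -100% = no enzyme basal signal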
Target sequence (P06280 32-429 limits assumed): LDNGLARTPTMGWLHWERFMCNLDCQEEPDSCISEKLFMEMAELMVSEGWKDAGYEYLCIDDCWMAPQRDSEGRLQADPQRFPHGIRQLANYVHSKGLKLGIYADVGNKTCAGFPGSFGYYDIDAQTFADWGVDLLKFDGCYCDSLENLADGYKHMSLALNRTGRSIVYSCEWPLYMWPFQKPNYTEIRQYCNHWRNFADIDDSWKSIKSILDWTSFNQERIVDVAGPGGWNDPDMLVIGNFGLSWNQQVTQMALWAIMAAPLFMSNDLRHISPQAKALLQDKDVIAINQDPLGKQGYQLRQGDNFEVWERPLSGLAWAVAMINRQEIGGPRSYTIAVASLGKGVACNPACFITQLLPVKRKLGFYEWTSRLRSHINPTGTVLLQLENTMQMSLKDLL
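qHTS titration in buffer at pH 5.0. Alpha-galactosidase activity in spleen homogenate was measured via 4-methylumbelliferone release from 1 mM fluorogenic substrate after 40 min at 37C and a pH 10 stop. AC50 came from Hill fits of control-normalized data.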
Numbers without * were called inactive; ? = inconclusive; . = not tested or not shown; [ ] = remark or other dose. Unless noted, calls come from the whole dose curve; as a rule, active = well fitted curve in the direction sought with a large enough effect; inconclusive = small, poorly fitted or top-dose-only effect, or another doubt; inactive = no such curve, though single readings can be large; an effect the other way counts as inactive or inconclusive. Some of the compounds tested; count on the stated rates, not on these rows.

SMILES	Tau FP inhib	CBFb-RUNX1 inh	NPSR antag	TR SRC2 fluor cs	Epigenetic derep	TRb SRC2 PPI	Tau fluor counter	GLA spleen mod
COc1cc(C2c3cc4c(cc3C(O[C@@H]3OC5COC(c6cccs6)OC5C(O)C3O)C3COC(=O)C23)OCO4)cc(OC)c1O (stereo partly specified)	-3%	14%	.	0%	2.2%	0%	-17%	7%
COc1cccc(NC(=O)CN(c2ccc(C)cc2)S(=O)(=O)c2c(C)nn(C)c2C)c1	-2%	3%	-20%[46.1 µM]	1%	-1.9%	7%	-23%	4%
NC(=O)CC(NC(=O)c1ccc(Br)cc1)c1ccc(N2CCN(c3ccccn3)CC2)c([N+](=O)[O-])c1 (stereo unspecified)	10%	-11%	-7%	-1%	0.1%	-5%	-30%	-7%
C=CCNc1nc(-c2sc(NC(=O)CC)nc2C)cs1	-2%	-4%	-7%[46.1 µM]	-1%	-1.8%	2%	?	2%
COc1ccc(NC(=O)CSc2nc(-c3ccncc3)nn2CC(=O)N2CCCC2)cc1	-5%	1%	5%[46.1 µM]	-4%	-1.1%	-4%	-2%	3%
Cc1ccc(-c2csc3nnc(SCC(=O)Nc4cccc(C)n4)n23)cc1	-4%	-7%	-7%[46.1 µM]	-7%	-1.0%	1%	-21%	1%
Cc1ccc2c(c1)c(=O)c(C(=O)c1ccc3c(c1)OCO3)cn2Cc1ccc(Cl)cc1	-4%	.	.	-24%	1.7%	4%	-25%	.
COc1cccc(NC(=O)CN(Cc2ccccc2)S(C)(=O)=O)c1	-1%	4%	6%	1%	0.0%	-7%	-9%	-1%
Cc1ccc(NC(=O)c2cccs2)cc1S(=O)(=O)Nc1cccc(Cl)c1	?	0%	-29%	-18%	0.0%	6%	?	2%
Cn1nnnc1SCC(=O)Nc1ccc(Br)cc1Cl	0%	7%	2%[46.1 µM]	-3%	-0.8%	-2%	0%	-2%
NC(=O)c1ccc(NC(=O)COC(=O)/C=C/c2ccc3c(c2)OCO3)cc1	?	1%	-4%	-5%	0.0%	-4%	-16%	-5%
N/C(=N\OC(=O)c1cccs1)c1cccc([N+](=O)[O-])c1	7%	-1%	8%	-2%	-1.1%	0%	-17%	-2%
COc1cccc(-c2nc(CS(=O)(=O)CC(=O)Nc3cc(F)ccc3F)c(C)o2)c1	-5%	.	.	-3%	-1.1%	-6%	-7%	.
CCC1=Nc2cc(C(=O)NCc3cccnc3)ccc2Sc2ccc(C)cc21	3%	-12%	-10%	1%	1.7%	6%	-28%	-5%
O=C(NCCc1nc2ccccc2n1CCCOc1ccc(Cl)cc1)C1CCCCC1	14%	.	.	-2%	-2.0%	0%	1%	.
COc1ccccc1CNC(=O)C(=O)NCC1OCCN1S(=O)(=O)c1ccc2c(c1)OCCO2 (stereo unspecified)	0%	5%[2.36 µM]	5%	1%	3.2%	3%	-9%	3%
CC(=C\c1ccco1)/C=C(\C#N)C(=O)NCCc1c[nH]c2ccccc12	0%	6%	-19%[46.1 µM]	-3%	0.0%	4%	?	-8%
Cc1ccc2c(c1)nnn2C1CCN(S(=O)(=O)c2ccc(C(=O)NC3CCCC3)cc2)CC1	1%	1%	-2%[46.1 µM]	-3%	2.1%	3%	-1%	2%
O=C(c1ccc(=O)[nH]c1)N(Cc1ccco1)C1(C(=O)NC2CCCCC2)CCCCC1	7%	4%	-2%[46.1 µM]	-1%	0.9%	-25%	2%	-15%
COc1ccc(CNC(=O)C2CCN(c3nc4ccccc4[nH]3)CC2)cc1OC	-1%	.	.	-2%	5.2%	1%	-8%	.
Cc1cc(Br)ccc1NC(=O)CNC(=O)Cn1ncc(Cl)c(Cl)c1=O	-8%	36%	?	3%	0.0%	-3%	-3%	-15%
Cc1coc2cc3oc(=O)c(CC(=O)N4CCCCC4)c(C)c3cc12	-7%	.	.	-1%	0.2%	2%	-5%	.
Cc1nc(-c2ccc(Cl)cc2)sc1C(=O)NN	-3%	15%	13%	-3%	2.0%	5%	-28%	3%
CC(Nc1cc(N2CCN(S(C)(=O)=O)CC2)ccc1[N+](=O)[O-])c1ccccc1 (stereo unspecified)	3%	?	-21%	-4%	0.0%	-3%	?	-2%
COc1cc(OC)cc(C2=Nn3c(nnc3-c3ccccc3OC)SC2)c1	.	-9%	.	-1%	.	1%	.	7%
CCC(=O)c1ccc2c(c1)N(CCCN(C)C)c1ccccc1S2	4%	8%	?	-4%	1.0%	0%	-29%	-3%
CCc1cc(Cl)c(OC)c(C(=O)NC[C@@H]2CCCN2CC)c1O	-6%	18%	.	-1%	1.5%	-5%	-24%	4%
COCC(C)NC(=O)c1cccc([N+](=O)[O-])c1 (stereo unspecified)	-2%	3%	-7%	0%	3.9%	1%	-8%	-4%
COc1cccc(CNC(=O)C2CCN(C(=O)N3CCOc4ccc(Cl)cc43)CC2)c1OC	-5%	.	.	?	3.1%	-19%	-9%	.
CN1CC(=O)N(CC(=O)Nc2ccc(Cl)c(C(F)(F)F)c2)C1=O	-3%	2%	-9%[46.1 µM]	2%	-1.1%	4%	-16%	13%
O=S(=O)(NC1CCCCCC1)c1ccc(Br)s1	-2%	3%	-13%	0%	-1.0%	0%	-20%	3%
Cc1ccc(C(=O)COC(=O)c2ccc3c(c2)C(=O)N(c2cccc4ncccc24)C3=O)cc1	-14%	?	9%	-1%	-1.5%	-2%	-20%	-6%
CCCCOc1ccc(C(C)(O)CCN2CCOCC2)cc1 (stereo unspecified)	2%	-1%	6%[46.1 µM]	-3%	-0.9%	-1%	-1%	7%
CC1=C(C(=O)OC(C)C)C(C)C(C(=O)OC(C)C)=C(C)N1	-9%	9%	-20%[46.1 µM]	-5%	0.7%	2%	-28%	-11%
Cc1nc2ccccc2c2c1C(=O)N(CCC1=CCCCC1)C2=O	9%	-6%	-19%[46.1 µM]	-2%	-1.1%	-1%	-20%	2%
CCN(CC)CCCN1C=C2C(=O)C(C)(OC(=O)C3CCCC3)C(=O)C(c3ccccc3)=C2C=C1CCCC(=O)OC (stereo unspecified)	-2%[11.6 µM]	-4%[13.1 µM]	18%	0%[11.2 µM]	12%	-3%[11.2 µM]	-2%[11.6 µM]	5%[17.5 µM]
C=CCN=C1NN=C(c2ccc3c(c2)OCCO3)CS1	-2%	-26%	-18%	2%	-1.8%	0%	1%	-7%
COc1ccc(NC(=O)Cc2c(C)n(C(=O)c3ccc(Cl)cc3)c3ccc(OC)cc23)cc1	-11%	0%	?	-2%	1.0%	3%	?	-1%
CC(=O)c1ccc(N=Nc2ccc(N(C)C)cc2)cc1	-7%	-9%	-2%	-3%	-1.8%	2%	-26%	-2%
CN1CCCN(S(=O)(=O)c2ccc3c(c2)OCCO3)CC1	-11%	1%	-7%[46.1 µM]	-1%	-1.1%	-1%	-2%	-12%

Results in Tau fluor counter, Tau FP inhib and TR SRC2 fluor cs, for 3 of the compounds above:
structure	Tau fluor counter	Tau FP inhib	TR SRC2 fluor cs
COc1ccc(CNC(=O)C2CCN(c3nc4ccccc4[nH]3)CC2)cc1OC	-8%	-1%	-2%
COc1ccccc1CNC(=O)C(=O)NCC1OCCN1S(=O)(=O)c1ccc2c(c1)OCCO2 (stereo unspecified)	-9%	0%	1%
CC(=C\c1ccco1)/C=C(\C#N)C(=O)NCCc1c[nH]c2ccccc12	?	0%	-3%

Next compounds
SMILES	Tau FP inhib	CBFb-RUNX1 inh	NPSR antag	TR SRC2 fluor cs	Epigenetic derep	TRb SRC2 PPI	Tau fluor counter	GLA spleen mod
O=S(=O)(c1ccc(F)cc1)N(Cc1nc(-c2ccc(Cl)cc2)no1)C1CCCCC1	-2%	.	.	-4%	-1.9%	2%	-16%	.
CCC(C)(C)n1nnnc1CN1CCC(c2nc3ccc(C)cc3[nH]2)CC1	-4%	5%	-13%[46.1 µM]	0%	0.8%	0%	-8%	-3%
COc1cc(/C=N/n2c(SC)nnc(C(C)(C)C)c2=O)ccc1O	-4%	6%	1%[46.1 µM]	-2%	-4.1%	-1%	-14%	-10%
Cc1ccc(-c2nnn(CC(=O)N3CCCc4ccccc43)n2)cc1	7%	7%	-11%[46.1 µM]	-4%	-1.1%	1%	-12%	5%
Cc1c(CCC(C)C)c(-n2ccnc2C)n2c(nc3ccccc32)c1C#N	4%	4%	-17%[46.1 µM]	-1%	-1.9%	-6%	-7%	6%
Clc1ccc(Cn2ncc3c(NCCN4CCOCC4)ncnc32)cc1	0%	9%	3%[46.1 µM]	-4%	-2.1%	-17%	1%	-4%
COc1ccc2oc(=O)c(/C(C)=N/NC(=O)c3ccncc3)cc2c1	2%	2%	2%[46.1 µM]	-12%	0.0%	-1%	-16%	-7%
COc1ccc(CN2C(=O)c3ccccc3C2C(=O)NC2CCCC(C)C2C)c(OC)c1 (stereo unspecified)	-1%	0%	?	-1%	-1.1%	-2%	-7%	-6%
O=C(Cn1ncc(Cl)c(Cl)c1=O)N1CCN(Cc2ccccc2)CC1	?	?	-53%	-2%	3.9%	-16%	-6%	5%
Cc1ccc(C(=O)Nc2cc3c(cc2C)n(C)c(=O)c(=O)n3C)cc1	-8%	.	.	-2%	-0.2%	4%	-4%	.
CSCCOC(=O)C1=C(C)Nc2ccc(C)cc2S1	10%	-13%	-12%[46.1 µM]	-2%	0.8%	2%	?	-3%
COc1cc(/C=C/C(=O)OCC(=O)Nc2ccc(S(N)(=O)=O)cc2)ccc1O	3%	1%	-3%[7.67 µM]	-4%	-1.4%	-3%	-14%	9%
CCOC(=O)c1[nH]c2ccc(OC)cc2c1NC(=O)C(C)N1CCC2(CC1)OCCO2 (stereo unspecified)	-3%	2%	-6%[46.1 µM]	-3%	-1.7%	-13%	-13%	?
